# BAZ2B inh – blocks human BAZ2B | Potency, µM (doses to about 114 µM), for the others: at the highest dose activity change, negative = inhibition, most hits filed as inhibitors | AID 504333 | actives 4.4% (n = 360,000) | Q9UIF8 | AlphaScreen BAZ2B-H3K14Ac peptide displacement; note: potency is the fitted concentration of half-maximal effect; % is set by controls: 0 for no effect and ±100 for the full control effect; nearly all actives have a fitted effect of over 60% in size
#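 Protein-peptide AlphaScreen: BAZ2B 50 nM, b-H3K14Ac 50 nM, 1x PBS pH 7.4 + 0.01% Tween-20. Preincubation 30 min RT; cpd 30 min RT (top 110 uM); beads 20 min RT, light-protected.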
# RGS4 inh – blocks human RGS4-accelerated GTP hydrolysis. P49798. Transcreener GDP fluorescence polarization, RGS4-accelerated GTP hydrolysis. Potency, µM (top dose mostly 114 µM), without a hit: at the highest dose activity change, negative = inhibition, actives largely listed as inhibitors. actives 0.039% (n = 390,000); note: potency is the fitted concentration of half-maximal effect; % is set by controls: 0 for no effect and ±100 for the full control effect; nearly all actives have a fitted effect of over 75% in size; some results filed as inactive show a strong effect at the top dose
#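 MLSMR compounds (23 nl, pin-transferred) preincubated 10 min at room temperature with a 500nM (2x) first reagent, then RGS4 at 900nM (2x) plus Transcreener GDP mix added; fluorescence polarization (620/688 nm) read before and after 90 min at 30 °C.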
# ALOX12 inh – ALOX12 (human) lipoxygenase inhibition | purified 12hLO, xylenol orange hydroperoxide absorbance | Potency, µM (titrated, usually from 108 µM), for the others: top-dose activity change, negative = inhibition, usual class: inhibitors | actives 1.1% (n = 580,000) | AID 1671190; note: potency is the fitted concentration of half-maximal effect; % is set by controls: 0 for no effect and ±100 for the full control effect
#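 Purified human 12hLO at 150 nM in 25 mM Hepes, 0.01% Triton X-100, pH 7.0, preincubated 15 min at room temperature with compound. Reaction started with 40 uM arachidonic acid, 30 min at room temperature. Hydroperoxide measured by Fe-xylenol orange, 573/405 nm absorbance ratio.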
# ERG Ets-DNA blk – inhibitors of human ERG Ets domain-DNA interaction | P11308 | actives 0.028% (n = 370,000) | Potency, µM (series often up to 76.9 µM), for inactives: at the highest dose FP activity, negative = inhibition, usual class: inhibitors | fluorescence polarization, His-ERG Ets domain / labelled DNA; active = well fitted inhibition curve with a large enough effect in the polarisation, with a control signal flat; inconclusive = small, poorly fitted or top-dose-only effect, or effect the other way, or a change in a side signal; inactive = no such curve, though single readings can be large or run the other way; the % refers to the polarisation;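 note: polarization taken with two DNA probes labelled with fluorescein and Texas red; potency is the fitted concentration of half-maximal effect; % of control where 0% means no effect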
# Target sequence (P11308 whole entry, looked up, the tested form may be a part): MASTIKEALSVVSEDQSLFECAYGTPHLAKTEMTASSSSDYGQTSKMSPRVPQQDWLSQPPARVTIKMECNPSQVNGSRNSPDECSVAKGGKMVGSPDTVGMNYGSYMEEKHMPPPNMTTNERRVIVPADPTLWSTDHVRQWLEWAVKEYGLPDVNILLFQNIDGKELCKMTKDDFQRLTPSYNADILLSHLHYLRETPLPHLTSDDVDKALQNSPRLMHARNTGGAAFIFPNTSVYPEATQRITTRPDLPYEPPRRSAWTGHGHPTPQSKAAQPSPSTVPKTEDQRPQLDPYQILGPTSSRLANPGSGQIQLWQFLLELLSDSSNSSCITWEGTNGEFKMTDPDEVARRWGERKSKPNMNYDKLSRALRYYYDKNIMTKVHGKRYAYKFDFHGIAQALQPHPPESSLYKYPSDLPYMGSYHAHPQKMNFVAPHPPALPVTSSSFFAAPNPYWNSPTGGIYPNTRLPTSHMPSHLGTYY
#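 His-tagged ERG Ets domain (1 uM in the protein solution; 300mM KCl, 50mM Tris-HCl, 1mM EDTA, 1mM DTT, pH 7.5) received compound, then a probe mix of 5 nM fluorescein-DNA and 100nM Texas-615-DNA. Fluorescence polarization was read for both dyes.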
# PI4K2A inh – inhibitors of human PI4K2A. actives 0.13% (n = 420,000). AID 1346378. Q9BTU6. purified PI4K2A, ADP-Glo luminescence, 1 h; active compounds read low. activity change, negative = inhibition, % at 76.9 µM; in the data active = activity change below about -50%; inconclusive = mostly about -30% to -49%;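 note: -100% = wells without enzyme as full effect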
#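 Compounds are screened against recombinant PI4K2A using PI as substrate and ATP, the latter dispensed at 300 microM. Reactions run one hour at ambient temperature before ADP-Glo detection; full inhibition defined by wells lacking enzyme.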
# GLS inh – glutaminase GLS (human) inhibition | O94925 | actives 0.21% (n = 410,000) | Potency, µM (titrated, usually from 45.5 µM), for the others: at the highest dose activity change, negative = inhibition, most hits filed as inhibitors | GLS enzymatic activity, qHTS titration; note: potency is the fitted concentration of half-maximal effect; % is set by controls: 0 for no effect and ±100 for the full control effect
# Target sequence (O94925 whole entry, looked up): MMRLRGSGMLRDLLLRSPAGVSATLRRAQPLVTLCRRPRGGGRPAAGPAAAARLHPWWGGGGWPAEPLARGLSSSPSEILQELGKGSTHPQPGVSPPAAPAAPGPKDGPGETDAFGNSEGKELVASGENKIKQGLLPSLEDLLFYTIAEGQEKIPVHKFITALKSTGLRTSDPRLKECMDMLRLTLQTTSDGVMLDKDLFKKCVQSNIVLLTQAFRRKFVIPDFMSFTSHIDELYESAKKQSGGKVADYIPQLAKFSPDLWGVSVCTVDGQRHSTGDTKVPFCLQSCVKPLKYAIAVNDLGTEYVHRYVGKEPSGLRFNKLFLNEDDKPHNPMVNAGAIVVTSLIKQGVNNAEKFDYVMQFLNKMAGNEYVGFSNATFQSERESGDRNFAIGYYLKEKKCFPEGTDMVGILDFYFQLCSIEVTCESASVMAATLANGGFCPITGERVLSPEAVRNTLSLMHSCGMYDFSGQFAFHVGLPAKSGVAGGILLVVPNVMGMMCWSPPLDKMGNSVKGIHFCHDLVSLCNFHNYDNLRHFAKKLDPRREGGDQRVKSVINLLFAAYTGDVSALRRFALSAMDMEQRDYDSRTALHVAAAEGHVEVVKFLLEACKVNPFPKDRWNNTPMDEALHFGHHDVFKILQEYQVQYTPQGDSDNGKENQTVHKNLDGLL
#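 Assay buffer: 45 mM KH2PO4 pH 8.2, 0.02% Tween-20. hKGA acts on L-glutamine (1 mM solution added); product glutamate is reported by an oxidase/peroxidase Amplex Red coupling, with fluorescence taken at baseline and 30 min.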
# HP1b chromo inh – blocks HP1-beta chromodomain binding to methylated histone tails | P83916 | AlphaScreen HP1-beta / biotin-H3K9me3 peptide binding | Potency, µM (titrated, usually from 114 µM), without a hit: top-dose activity change, negative = inhibition, hits mostly inhibitors | actives 0.56% (n = 390,000) | AID 540317; note: potency is the fitted concentration of half-maximal effect; nearly all actives have a fitted effect of over 70% in size; inactives centre near 23
#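 HP1-beta protein (50 nM final) preincubated 30 min at room temperature with biotinylated H3(1-18)K9me3 peptide (50 nM) in PBS pH 7.4, 0.01% Tween-20, then compound added for 30 min. AlphaScreen streptavidin donor/nickel chelate acceptor beads (10 ug/mL final), 30 min dark, luminescence read.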
# JMJD2A Tudor inh – JMJD2A Tudor domain (human) inhibition | O75164 | AlphaScreen JMJD2A-Tudor / H3K4me3 peptide binding | Potency, µM (highest dose often 114 µM), for the others: at the top dose activity change, negative = inhibition, usual class: inhibitors | actives 4.4% (n = 390,000) | AID 504339; note: potency is the fitted concentration of half-maximal effect; % is set by controls: 0 for no effect and ±100 for the full control effect; nearly all actives have a fitted effect of over 50% in size
# G9a block – blocks human histone lysine methyltransferase G9a; G9a H3K9 monomethylation, AlphaScreen, 2 h; AID 504332; Potency, µM (titrated, usually from 102 µM), without a hit: top-dose activity, negative = inhibition, actives largely listed as inhibitors; Q96KQ7; actives 8.8% (n = 350,000); note: potency is the fitted concentration of half-maximal effect; % is set by controls: 0 for no effect and ±100 for the full control effect; nearly all actives have a fitted effect of over 75% in size
#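 Using a bead-based AlphaScreen, monomethylated H3K9 product from 2 h room-temperature reactions (G9a 20 nM, peptide 500 nM, SAM 20 uM) was detected with 0.5 ug/mL rabbit anti-H3K9me1 antibody.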
# The depositor's hits bear a star; ? = inconclusive; · = not tested or not shown; [ ] = remark or other dose. Unless noted, calls come from the whole dose curve; as a rule, active = well fitted curve in the direction sought with a large enough effect; inconclusive = small, poorly fitted or top-dose-only effect, or another doubt; inactive = no such curve, though single readings can be large; an effect the other way counts as inactive or inconclusive. An excerpt; count on the stated rates, not on these rows.
SMILES,BAZ2B inh,RGS4 inh,ALOX12 inh,ERG Ets-DNA blk,PI4K2A inh,GLS inh,HP1b chromo inh,JMJD2A Tudor inh,G9a block
N#Cc1ccc(CN2CCN(C(=O)c3ccc(S(=O)(=O)NCc4ccco4)cc3)CC2)cc1,-0.3%,7.4%,29.5%,19.0%,-2.8,3.2%,35.3%,-4.7%,?
CSc1nnc2c(n1)OC(c1ccc(C(=O)O)cc1)N(C(C)=O)c1ccccc1-2 (stereo not drawn),17.6%,-30.0%,125.4%[activator],11.1%,-22.0,0.8%,84.0%[activator],-14.1%,?
CC(=O)C1=C(O)C(=O)N(c2ccc(Br)cc2)C1c1ccc(Br)cc1 (stereo not drawn),?,-5.5%,7.94µM*,-6.9%,9.4,-1.2%,13.3%,-11.0%,50.1µM*
CCOCc1nnc(NC(=O)CSc2ccccc2)s1,6.6%,-23.1%,?,-9.5%,3.5,3.4%,25.3%,3.8%,-1.5%[12.7 µM]
COc1ccc(Br)cc1/C=N/NC(=O)CNC(=O)/C=C/c1ccccc1,-29.2%,19.0%,18.1%,-11.1%,-5.4,3.8%,11.8%,-30.4%,3.9%[59 µM]
COCCn1c(N2CCN(c3ccc(OC)cc3)CC2)nc2c1c(=O)[nH]c(=O)n2C,5.4%,-15.2%[11.4 µM],?,-1.1%,6.7,58.3%[activator],-21.4%,-16.0%[11.4 µM],0.3%
CC(=O)/C(=N/Nc1ccccc1)N1CCOCC1,3.3%,-9.3%,-7.1%,1.4%,-0.4,33.1%[activator],32.5%,-15.8%,-19.0%[59 µM]
COc1ccc(NC(=O)COC(=O)c2cccc(S(=O)(=O)N3CCCCC3)c2)c(OC)c1,7.0%,10.8%,-5.2%,15.2%,-2.5,1.0%,15.6%,-16.0%,8.8%[59 µM]
CCn1cc(C(=O)NC2CCCCC2C)c(=O)c2ccc(C)nc21 (stereo not drawn),3.3%,-15.8%,15.8µM*,6.2%,4.5,-0.3%,10.7%,0.0%,4.1%[59 µM]
COc1ccccc1NC(=O)c1ccc(Br)c(S(=O)(=O)N2CCCC2)c1,-15.4%,32.6%,2.1%,4.5%,-1.2,6.6%,12.2%,-17.1%,12.4%
O=C1N=C(N2C=CC(=C3C=CNC=C3)C=C2)/C(=C/N=NC(=O)c2ccccc2O)S1,50.1µM*,-47.6%,-13.3%,2.0%,-5.0,8.6%,44.7µM*,?,70.8µM*
C=CCn1c(SCc2ccc(C(=O)Nc3nccs3)cc2)nnc1-c1ccc(C)c(Cl)c1,-26.4%,-11.1%,-19.6%,3.9%,-0.4,0.6%,11.9%,?,?
COc1ccccc1CNC(=O)CN(C)CC(=O)Nc1cccc(F)c1,9.8%,4.7%,0.0%,-12.2%,-12.1,0.0%,42.6%[activator],-12.8%,-12.8%
COc1cccc2sc(N(Cc3cccnc3)C(=O)COc3ccccc3)nc12,-5.2%,11.4%,-3.3%,-3.5%,0.5,1.0%,-3.1%,-13.0%,0.0%[59 µM]
CC(OC(=O)CN1C(=O)C2CCCCC2C1=O)C(=O)Nc1ncc(Cl)cc1Cl (stereo not drawn),-2.0%,12.4%,-3.0%,-5.6%,3.7,-3.3%,22.6%,-7.6%,17.2%[12.7 µM]
CCOCCCNC(=O)C(c1ccc(C)cc1)N(Cc1ccc2c(c1)OCO2)C(=O)CNC(C)=O (stereo not drawn),1.9%,56.0%[activator],-5.1%,4.6%,7.1,4.1%,7.7%,-9.8%,-6.2%[59 µM]
Cc1ccc(C(=O)COC(=O)[C@@H](NC(=O)c2ccco2)C(C)C)s1,·,22.8%,-1.6%,-0.5%,2.7,-1.7%,13.7%,-17.8%,·
CCOC(=O)N1CCN(C(=O)COC(=O)c2ccc(S(=O)(=O)N(CC)CC)cc2)CC1,-4.8%,15.2%,-2.8%,-2.3%,8.6,4.1%,13.3%,-12.4%,1.7%
COc1ccc(-c2nc(NC(=O)CSc3nnc(C)s3)ns2)cc1,4.9%,-23.5%,4.3%,3.9%,1.1,3.8%,-4.5%,-8.0%,-21.1%[59 µM]
O=C(CN1C(=O)c2ccccc2S1(=O)=O)Nc1ccc([N+](=O)[O-])cc1,·,-29.6%,-8.3%,7.8%,-1.3,10.0%,5.5%,-21.1%,·
CCn1c(/C=C/c2ccc(O)cc2)nc2ccccc2c1=O,-14.5%,10.9%,0.0%,2.6%,7.0,7.3%,33.0%,-8.6%,31.3%[59 µM]
COc1ccccc1NC(=O)C(=O)NCc1ccncc1,0.7%,36.5%,6.1%,-4.3%,-3.3,-7.3%,19.8%,-2.4%,4.0%[59 µM]
COCCN(C(=O)C1CCCO1)c1c(N)n(CC(C)C)c(=O)[nH]c1=O (stereo not drawn),-4.4%,29.7%,75.1%[activator],9.3%,-1.5,0.5%,21.0%,-9.8%,-8.9%[59 µM]
Cc1ccccc1NC(=O)c1nn(C)c2c1CS(=O)(=O)c1ccccc1-2,0.9%,-8.3%,-6.0%,-3.0%,-0.4,0.0%,17.0%[57 µM],-6.6%,44.3%[activator]

# Part of the list above, with values ahead of the structure.
BAZ2B inh | RGS4 inh | ALOX12 inh | ERG Ets-DNA blk | PI4K2A inh | GLS inh | HP1b chromo inh | JMJD2A Tudor inh | G9a block | smiles
-14.5% | 10.9% | 0.0% | 2.6% | 7.0 | 7.3% | 33.0% | -8.6% | 31.3%[59 µM] | CCn1c(/C=C/c2ccc(O)cc2)nc2ccccc2c1=O
0.7% | 36.5% | 6.1% | -4.3% | -3.3 | -7.3% | 19.8% | -2.4% | 4.0%[59 µM] | COc1ccccc1NC(=O)C(=O)NCc1ccncc1

# (list continues)
SMILES,BAZ2B inh,RGS4 inh,ALOX12 inh,ERG Ets-DNA blk,PI4K2A inh,GLS inh,HP1b chromo inh,JMJD2A Tudor inh,G9a block
CCC(C)N1C(=O)S/C(=C/c2ccc3c(c2)n(C)c(=O)n3C)C1=O (stereo not drawn),0.3%,-19.3%,-5.5%,-1.7%,-0.2,0.0%,-12.6%,?,7.4%
CCC(C)N(C(=O)COc1ccc(Br)cc1C=O)C1CCS(=O)(=O)C1 (stereo not drawn),2.4%,13.1%,-3.6%,1.6%,3.2,-2.2%,33.3%,12.4%,?
O=C(CSC(=S)N1CCCC1)Nc1ccc(Br)cc1Cl,26.3%,-28.0%,-29.8%,5.7%,2.4,-1.5%,102.7%[activator],34.9%[activator],-32.3%
COc1ccc(-c2nc(N)ncc2-c2ccccc2)c(O)c1,-1.2%,-9.2%,-1.0%,-5.4%,-5.0,11.3%,0.3%,-17.7%,21.4%
CCOc1ccc2nc(NC(=O)C3CCN(C(=O)c4ccco4)CC3)sc2c1,-18.4%,4.1%,?,9.0%,4.2,-4.3%,17.3%,-15.2%,-8.1%[59 µM]
COc1nc2c(s1)C(=O)NCCC2,-1.1%,46.6%,0.0%,-1.7%,-4.5,0.1%,24.4%,-1.0%,?
COc1ccc2[nH]c(=O)c(CN(CCO)C(=O)c3ccccc3F)cc2c1,2.8%,-35.6%,13.9%,5.5%,0.5,8.2%,18.8%,-15.2%,12.8%[12.7 µM]
Cc1nc2ccccc2n1CC(=O)OCC(=O)NCc1ccccc1,-17.9%,-9.1%,2.3%,-3.0%,-11.2,-11.9%,36.5%,-4.5%,-41.6%
CCc1cc2c(SCC(=O)c3ccc(Cl)s3)ncnc2s1,56.5%[activator],8.2%[11.4 µM],221.6%[activator],-11.4%,-0.5,-7.1%,163.0%[activator],78.7%[activator][57.1 µM],120.8%[activator][59 µM]
C=CCNCCCOc1ccc(C)cc1Br,13.2%,-10.6%,-13.5%,-5.1%,1.0,-0.5%,30.7%,7.3%,0.0%[59 µM]
CC(CCc1ccccc1)NC(=O)[C@@H]1Cc2ccccc2CN1 (stereo partly drawn),0.5%,21.6%,0.0%,7.1%,-1.2,2.6%,28.0%,-15.8%,17.0%
COc1ccc(/C=C/C(=O)Nc2cccc(F)c2)cc1S(=O)(=O)N1CCOCC1,-18.4%,-14.2%,6.8%,21.8%,4.1,1.3%,26.7%,-8.9%,-30.3%
COc1ccc(CCNC(=O)CN(CCc2ccccc2)S(C)(=O)=O)cc1,-0.3%,18.0%,0.6%,0.7%,1.9,2.6%,10.1%,-12.7%,3.2%
CCCNC(=O)CCSc1nc(-c2ccc3c(c2)OCO3)cc(C(F)(F)F)n1,1.1%,1.1%,-21.7%,5.9%,0.0,2.3%,29.6%,-0.3%,-1.2%[59 µM]
Cc1ccccc1NC(=O)c1ccc(F)c(S(=O)(=O)N(C)Cc2ccccc2)c1,4.8%,2.3%,-7.3%,1.3%,-1.3,8.6%,6.2%,-22.3%,0.3%[59 µM]
CCC(Cc1ccccc1)NC(=O)Cn1ncc2c3ccccc3n(Cc3ccccc3)c2c1=O (stereo not drawn),1.4%,-9.8%,-20.9%,2.0%,2.8,1.8%,29.7%,-9.7%,-1.0%[59 µM]
Cc1ccc(CSc2nccc(-c3c(C)nc4ccccn34)n2)cc1,-16.4%,-8.2%,94.2%[activator],2.6%,-0.6,1.7%,54.2%[activator],-5.3%,·
Cn1c(=O)c2c(SCC(=O)N3CCCc4ccccc43)nc(C3CC3)nc2n(C)c1=O,6.1%,16.2%,28.5%,-5.5%,-3.0,-10.0%,33.7%,-15.5%,-31.1%
CCc1nnc(N/N=C/c2c(F)cccc2Cl)n1N,-4.7%,-22.1%,-19.4%,0.5%,-18.8,4.6%,45.0%[activator],7.1%,44.7µM*
